# NCI-60 one-dose screen, 48 h, at 10 µM unless noted. Numbers give growth in % (100 = growth as untreated, 0 = no growth, -100 = all killed).
# SNB-75 – SNB-75 CNS cancer; 5% of 79,000 active; AID 1794750
# SF-539 – SF-539 CNS cancer | 6.8% of 81,000 active
# HCC-2998 – HCC-2998 colon cancer; 4.7% of 79,000 active
# PC-3 – PC-3 prostate cancer cells; 3.9% of 80,000 active
# SNB-19 – SNB-19 CNS cancer cells | 2.5% of 81,000 active | AID 1794751
# U251 – U251 CNS tumor cells; AID 1794753; 5.4% of 80,000 active
# SF-268 – SF-268 CNS cancer cells; 3.1% of 82,000 active; AID 1794759
# SF-295 – SF-295 CNS cancer cells. 5.6% of 79,000 active. AID 1794758
# * marks the source's active call; other numbers are inactive results; . = not tested or not shown; & = joins results of further samples. How the source made its calls: active means growth percent below 10; inactive means the rest.
Molecule	SNB-75	SF-539	HCC-2998	PC-3	SNB-19	U251	SF-268	SF-295
COC(=O)c1nc(-c2ccc(C)cc2)oc1S(=O)(=O)c1ccc(Cl)cc1	100.0	96.6	112.4	97.0	96.4	93.4	97.1	107.7
CC(C)(C)c1ccc(OCCCCCCCN2CCNCC2)cc1	51.8	67.3	-4.9*	28.1	54.4	12.9	59.5	17.3
Cc1cccc(-n2c(Cn3nc(C)cc3-c3ccc(Cl)cc3)nnc2SCC(=O)Nc2ccc(S(N)(=O)=O)cc2)c1	119.1	98.7	101.1	75.1	90.8	89.6	107.4	88.5
COc1ccc(/C=C2\Oc3cc(O)ccc3C2=O)c(OC)c1OC	100.3	103.7	118.8	107.5	95.5	101.7	100.4	103.1
CN(C)CCN(C)CC(C)(C)C(=O)/C=C/c1ccc(Cl)cc1	12.2	-25.9*	-92.9*	-4.7*	.	-1.7*	.	20.5
COC(=O)c1ccc(C(=O)OC)c(=O)[nH]1	87.6	106.5	105.9	.	97.4	110.2	106.2	100.9
COc1ccc(C(=O)/C=C/c2cc(OC)c(O)c([N+](=O)[O-])c2)cc1	103.8	101.1	102.7	101.9	100.1	98.1	104.3	104.0
Cc1c(C(=O)NO)sc2ncnc(Nc3ccccc3)c12	74.3	92.9	100.0	100.2	93.1	90.1	91.8	92.0
CCCC(C)(C(=O)Nc1ccc2nc(C)cc(N)c2c1)C(=O)Nc1ccc2nc(C)cc(N)c2c1	132.7	97.2	105.2	91.7	96.4	93.4	124.9	103.9
O=C(Nc1ccc(C2=NCCCN2)cc1)c1ccc(C(=O)Nc2ccc(C3=NCCCN3)cc2)cc1	105.2	106.5	117.0	116.6	.	134.2	105.7	113.1
CCOC(=O)CNC(=O)Nc1ccc(Oc2ccc(NC(=O)NCC(=O)OCC)cc2)cc1	74.4	86.7	93.3	86.9	103.6	93.8	103.8	93.0
Nc1ccccc1C1CCC(C(=O)O)C(N=Nc2ccccc2)C1 (stereo not drawn)	102.4	92.3	103.8	87.0	88.5	100.5	97.5	86.1
CCC(CC)(N(CC(=O)O)CC(=O)O)C(CC)(CC)N(CC(=O)O)CC(=O)O	107.8	109.0	98.1	85.1	106.6	101.8	113.8	107.6
CSc1ccccc1C#Cc1ccccc1C#CCCCCN1CCCCC1=O	87.0	127.2	120.8	82.7	106.8	98.8	119.1	104.2
Oc1cccc(CCc2ccc(Oc3cc(CCc4cccc(O)c4)cc(O)c3O)cc2)c1	72.8	73.9	92.0	63.5	89.0	74.5	51.7	96.7
C#CCOc1ccccc1C(OC(=O)c1cccc(N)c1)C(=O)NC(C)(C)C(C)(C)C (stereo not drawn)	94.7	100.5	112.5	91.9	97.6	103.1	105.2	99.5
N#CC1=C(O)/C(=C\C=C\c2ccccc2)N(C(=O)c2ccccc2)C1=N	142.3	92.4	116.6	90.3	.	109.5	97.9	98.9
CCN(CC)Cc1c(O)ccc2cc(-c3nc4ccccc4[nH]3)c(=O)oc12	89.9	108.4	105.1	103.7	102.4	108.8	102.6	94.4
COc1cccc(C(=O)NNC(=O)c2cccc3ccccc23)c1	98.7	113.9	102.4	106.1	110.5	102.2	110.5	123.5
N#C/C(=C\c1cccc2c1OCO2)C(=O)Nc1sc2c(c1C#N)CCCC2	101.8	97.0	120.2	108.9	95.4	96.9	102.9	97.2

# (listing goes on)
Molecule	SNB-75	SF-539	HCC-2998	PC-3	SNB-19	U251	SF-268	SF-295
O=S(=O)(Nc1ccccn1)c1ccc(Cl)cc1	88.9	98.2	99.8	99.7	112.1	102.3	107.3	96.1
O/N=C(\CSc1nnc(-c2cc(-c3ccccc3)nc3ccccc23)n1-c1ccccc1)c1ccccc1	97.9	103.1	100.5	90.3	108.2	96.6	103.3	104.6
Cc1ccc2oc(=O)cc(-c3sc(N4CCCC4)nc3-c3ccccc3)c2c1	91.7	102.1	98.9	93.5	95.0	94.4	83.6	96.8
C(=N/N=C(N/N=C/c1cccs1)N/N=C/c1cccs1)/c1cccs1	87.4	106.4	93.9	66.6	69.9	51.5	71.0	44.8
Cc1ccc(-c2cc3ccccc3[nH]2)cc1	58.8	92.4	115.1	92.9	99.6	101.8	101.7	97.1
Cc1c2ccccc2nc(CSc2ccc(Cl)cc2)[n+]1[O-]	88.4	97.1	.	91.5	91.5	100.1	101.0	103.4
Cc1ccc(NC(=O)C(C)Cl)cc1Cl (stereo not drawn)	93.7	97.3	107.7	79.4	99.8	91.9	94.5	95.3
O=C1c2ccccc2C(=O)c2c1ccc1c(=O)n(-c3ccccc3C(F)(F)F)nnc21	34.6	-27.2*	28.9	12.9	18.2	17.7	43.2	52.5
c1ccc2c(c1)nnn2Cn1nnc2ccccc21	97.9	98.7	112.9	98.6	96.7	.	100.0	108.2
O=C(Nc1ncc(Cc2ccc(Cl)cc2)s1)C(=S)N1CCOCC1	92.8	97.5	101.3	94.9	98.7	106.5	98.5	104.7
NC(=O)c1c(NC(=O)c2ccccc2C(F)(F)F)sc2c1CCC(=O)C2	44.8	5.8*	33.3	17.5	20.8	14.3	24.6	73.0
Cc1ccc([C@@H]2C[C@@H]3Cc4cc(F)ccc4N2O3)s1	102.1	82.9	106.3	95.5	112.6	95.7	113.3	89.4
NNC(=O)N/N=C1\C(=O)N(c2nccs2)C(=O)C(=O)C1c1nc2ccccc2s1 (stereo not drawn)	81.8	105.5	93.2	82.6	101.3	80.0	96.3	109.2
CCCCn1c(C)nc2ccc(Nc3nc(N4CCOCC4)nc4nc[nH]c34)cc21	53.1	88.9	112.6	73.4	94.6	77.5	69.2	82.4
Cc1nn(-c2ccccc2)c(Sc2nnc(Nc3c(C)n(C)n(-c4ccccc4)c3=O)s2)c1C=O	114.4	107.8	131.2	97.8	95.9	105.0	113.0	123.9
COc1c(O[C@@H]2OC(C)[C@@H](O)[C@H](O)C2O)cc2oc3cc(O[C@@H]4OC(C)[C@@H](O)[C@H](O)C4O)c(CC=C(C)C)c(O)c3c(=O)c2c1CC=C(C)C (stereo partly drawn)	86.1	89.2	90.5	69.1	76.8	48.2	89.8	78.3
CCCn1cc2c(=O)nc3sc(Cc4ccc(C)cc4)c(C)n3c2n1	91.3	84.3	99.4	.	92.0	91.0	89.6	98.4
COc1cc(-c2nc(SCc3ccc([N+](=O)[O-])cc3)[nH]c(=O)c2C#N)ccc1OCc1ccccc1	97.1	96.8	103.5	95.8	101.9	102.6	95.9	100.5
COC(=O)C1CCC(=O)N1S(=O)(=O)c1ccc([N+](=O)[O-])cc1 (stereo not drawn)	104.2	106.6	103.3	108.6	112.7	108.0	106.1	117.0
c1ccc(CSc2nnc3c4c5c(sc4nc(-c4cccnc4)n23)CCCCCC5)cc1	74.1	79.7	46.5	9.0*	46.5	16.8	57.0	45.1

# The listing continues.
# Values run as follows: SNB-75, SF-539, HCC-2998, PC-3, SNB-19, U251, SF-268, SF-295
COc1ccc(Cl)cc1Nc1nc(C(F)(F)F)ccc1C(=O)NN
→ 15.0, 31.2, ., 17.2, 41.7, 18.4, 26.4, 16.7
CC(O)(Cc1ccccc1)c1ccccc1 (stereo not drawn)
→ 88.0, 90.9, 99.9, 95.3, 102.9, 96.2, 99.0, 95.9
O=C1Nc2ccccc2S/C1=C/c1ccccc1
→ 61.0, 75.9, 100.9, 79.8, 81.9, 78.9, 90.1, 84.6
CC(=O)NC1=C(C#N)C(c2ccccc2Cl)c2c(ccc3ccccc23)O1 (stereo not drawn)
→ 30.1, 58.4, 85.4, 60.6, 58.1, 69.3, 68.5, 25.7
CC1(C)CC(=O)c2c(nn(-c3ccc(Br)cc3)c2-c2cn(-c3ccccc3)nc2-c2ccc(N)cc2)C1
→ 101.7, 106.1, 113.6, 74.5, 97.8, 99.6, 112.2, 99.3
COc1ccc(NC(=O)CSc2nc3ccccc3c(=O)n2Cc2cc(OC)c(OC)c(OC)c2)cc1
→ 66.3, 79.0, 109.1, 85.1, 95.8, 97.7, 85.1, 106.4
OC1CCC2CCCC2C1 (stereo not drawn)
→ 97.1, 93.7, 107.0, 104.3, 100.9, 101.2, 98.6, 105.6
O=c1/c(=C/c2ccc(O)cc2)sc2nc3ccccc3n12
→ 96.2, 105.8, 114.9, 108.9, 94.4, 86.2, 98.1, 94.7
Cc1nc2sc3cc(O)ccc3c2c(=O)[nH]1
→ ., 98.9, 110.7, 90.7, 102.1, 99.5, 104.0, 106.1
Cc1ccc(C2CC(c3ccccc3)=NN2C(=O)c2ccc(S(N)(=O)=O)cc2)cc1 (stereo not drawn)
→ 73.9, 96.4, 104.0, 80.3, 98.8, 95.4, 96.2, 104.8
CCOP(=O)(OCC)C(Cc1ccc(OC)c(OC)c1)N=C(c1ccccc1)c1ccccc1 (stereo not drawn)
→ 97.7, 102.4, 94.1, 79.3, 93.2, 89.7, 102.0, 83.4
N#Cc1cc(-c2ccccc2)[nH]c1-c1nccc2ccccc12
→ 89.9, 91.1, 78.8, 79.0, 93.8, 72.0, 90.3, 43.7
O=c1[nH]cnc(O)c1C1C=CC=CC=C1
→ 90.0, 103.4, 115.3, 105.4, 101.1, 105.4, 118.5, 124.7
CC(C)S(=O)(=O)O
→ 88.7, 108.1, 94.2, 102.3, 107.9, 100.5, 110.9, .
CC(C)COc1ccc(O)cc1
→ 123.4, 55.5, 106.3, 71.1, ., 79.5, ., 94.0
Cc1cccc(Cl)c1NC(=O)NNC(=O)CSc1nc2sc3c(c2c(=O)n1-c1ccc(Cl)cc1)CCCC3
→ 88.1, 100.0, 109.6, 99.7, 100.0, 103.7, 107.3, 96.9
C=CCOc1c(Br)cc(Br)cc1Br
→ 60.7, 45.4, 95.1, 65.8, 50.5, 46.8, 68.7, .
CC(=O)c1ccc(Cc2ccc(C(C)=O)s2)s1
→ 96.9, 94.1, 104.0, 93.8, 98.8, 98.0, 101.0, 113.9
O=C(c1ccc(O)cc1)C1[C@H](c2ccc(Br)cc2)[C@@H](c2ccccc2)NC12C(=O)Nc1ccc(Br)cc12 (stereo partly drawn)
→ 45.8, -17.8*, -83.9*, 21.4, 11.8, -48.7*, 10.6, -22.7*
CC[C@H](Nc1cc(C)nc(N)n1)c1nc2cccc(NCc3ccc(C(=O)NO)cc3)c2c(=O)n1-c1ccccc1
→ 15.7, -20.6*, 19.9, 12.4, -40.3*, ., 27.6, 64.2
C[n+]1cccc2cccc(NC(=O)c3ccc4ccc5ccc(C(=O)Nc6cccc7cccnc67)nc5c4n3)c21
→ 74.0, 92.2, 85.5, 76.7, 69.7, 48.2, 93.8, 95.7
COC(=O)c1ccc(C)c([N+](=O)[O-])c1
→ 99.5, 122.7, 101.3, 106.6, 110.5, 101.7, 110.1, 115.0
CN(C)c1ccc2cc(-c3cc4c(oc3=O)-c3ccccc3OC4O)c(=O)oc2c1 (stereo not drawn)
→ 24.0, 19.0, ., -5.5*, 36.7, 30.0, 56.9, -56.4*
CS(=O)(=O)c1ccc(-n2cc(/C=N/O)c(-c3ccc([N+](=O)[O-])cc3)n2)cc1
→ 100.6, 98.0, 114.1, 102.9, 95.9, 99.4, 105.4, 112.5
Cn1c(=O)c2c(nc(N3CCOCC3)n2C)n(C)c1=O
→ 108.6, 92.9, 127.7, ., ., 98.4, 107.6, 93.4
O=C(NO)/C(CC(=O)c1ccc(O)cc1O)=N\O
→ 134.5, 93.6, 113.9, 99.1, 100.2, 104.6, 138.0, 99.7
CN(C)C(c1ccccc1)c1ccccc1
→ 98.5&96.8, 110.7&105.2, 101.9, 91.7&94.6, 95.2&102.4, 98.6&114.4, 99.9&111.3, 103.8&108.2
COc1ccc(/C=C2\Oc3cc(OCCN4CCCC4)ccc3C2=O)cc1OC
→ 86.7, 96.8, 99.9, 90.1, 84.4, 99.8, 99.6, 99.1
COc1nc2ccc(C)cc2cc1-c1nc2c(cnn2-c2ccccc2)c(=O)[nH]1
→ 87.2, 99.9, 96.3, 65.9, 84.0, 82.6, 93.8, 90.9
COc1ccc(OC)c(/C=C2/C(=O)Cc3ccccc32)c1
→ 100.1, 93.2, 104.1, 97.6, 91.6, 93.1, 92.2, 100.9

# Random excerpt: 4 records from the list, in no set order.
# Values run as follows: SNB-75, SF-539, HCC-2998, PC-3, SNB-19, U251, SF-268, SF-295
Cc1nc2sc3cc(O)ccc3c2c(=O)[nH]1
→ ., 98.9, 110.7, 90.7, 102.1, 99.5, 104.0, 106.1
O=C(NO)/C(CC(=O)c1ccc(O)cc1O)=N\O
→ 134.5, 93.6, 113.9, 99.1, 100.2, 104.6, 138.0, 99.7
C=CCOc1c(Br)cc(Br)cc1Br
→ 60.7, 45.4, 95.1, 65.8, 50.5, 46.8, 68.7, .
CN(C)c1ccc2cc(-c3cc4c(oc3=O)-c3ccccc3OC4O)c(=O)oc2c1 (stereo not drawn)
→ 24.0, 19.0, ., -5.5*, 36.7, 30.0, 56.9, -56.4*

# (further entries)
# Values run as follows: SNB-75, SF-539, HCC-2998, PC-3, SNB-19, U251, SF-268, SF-295
CCCC(=O)Oc1ccc(/C(=C(/C)Cc2ccc(OC)cc2)c2ccc(OCCCN(C)C)cc2)cc1
→ 83.1, 102.2, 99.8, 99.8, 103.0, 85.7, 89.3, 72.1
NNC(=O)CC(=O)Nc1ccccc1Cl
→ 83.3, 104.2, 111.6, 97.2, 97.3, 109.7, 115.3, 97.9
COC(=O)[C@@]1(O)C=Cc2nc3cnccc3c(=O)n21
→ 97.7, 97.0, 96.7, 98.5, 98.6, 97.0, 100.4, 102.5
O=C(CN1C(=O)/C(=C/c2ccc(F)cc2)SC1=S)N1CCOCC1
→ 118.3, 103.7, 119.5, 105.7, 96.8, 96.4, 109.1, 100.7
CC1(c2cccc(Br)c2)NC(=O)NC1=O (stereo not drawn)
→ ., 102.0, 101.9, 99.4, 98.6, 95.7, 113.8, 106.9

# High-throughput results: PubChem, NCI
